Screening results as filed in PubChem.
APJ antagonist – antagonists of human APJ apelin receptor | P35414 | CHO-K1 APJ beta-arrestin complementation, luminescence | inhibition, % at 20 µM | 330,000 tested, 0.32% active | AID 2521;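 active = inhibition above about 40% at 20 µM, limit read from the data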;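 note: cells challenged with 10 nM apelin-13 agonist together with compound; plate controls were apelin-13 plus DMSO wells for no effect and DMSO wells lacking apelin-13 for full effect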
Gli-Sufu block – Gli-Sufu pathway antagonism; Sufu-KO-LIGHT fibroblasts, Gli luciferase reporter luminescence; inhibition, % at 5 µM; 340,000 tested, 0.74% active; AID 588413;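 active = inhibition above about 55%, limit read from the data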;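 note: 0% = DMSO-treated cells and 100% = wells with medium but no cells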
Jurkat NFkB inh – lowers PMA/ionomycin-induced NF-kB signal in Jurkat cells; PMA/ionomycin-induced NF-kB luciferase reporter, luminescence; inhibition, % at 4 µM; 330,000 tested, 0.53% active; in the data active = inhibition above about 50%
697 NFkB inh – lowers PMA/ionomycin-induced NF-kB signal in 697 B cells; 697 B-cell NF-kB luciferase reporter, 16 h; inhibition, % at 4 µM; 330,000 tested, 0.33% active; AID 435022; in the data active = inhibition above about 35%
UBC13 inh – human UBC13 polyubiquitination inhibition; AID 485273; inhibition, % at 20 µM; 330,000 tested, 0.47% active; P61088; UBC13 polyubiquitin chain formation, TR-FRET; in the data active = inhibition above about 45%, passing the limit was not always enough
Target sequence (P61088 whole entry, looked up): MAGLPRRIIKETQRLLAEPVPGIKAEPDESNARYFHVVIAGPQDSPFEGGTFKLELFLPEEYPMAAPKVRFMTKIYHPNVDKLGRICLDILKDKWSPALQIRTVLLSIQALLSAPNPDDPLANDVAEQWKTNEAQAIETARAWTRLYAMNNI
CXCR6 inh – blocks human CXCR6 beta-arrestin recruitment. AID 602244. CHO-K1 PathHunter CXCR6 beta-arrestin, luminescence. O00574. 360,000 tested, 0.36% active. inhibition, % at 20 µM; in the data active = inhibition above about 34%, passing the limit was not always enough;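 note: antagonist mode with CXCL16 agonist at 10 nM final; 0% = 10 nM CXCL16 with DMSO and 100% = unstimulated wells without agonist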
CCR6 antagonist – antagonists of human CCR6 receptor; CHO-K1 CCR6 PathHunter beta-arrestin, luminescence, CCL20-stimulated; 340,000 tested, 0.49% active; P51684; inhibition, % at 20 µM;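 active = compounds whose inhibition of the agonist-driven luminescence signal at 20 µM reaches about 50%, limit read from the data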;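 note: cells stimulated with CCL20 at 14 nM final; plate controls were DMSO with CCL20 for no effect and DMSO without agonist for full effect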
Target sequence (P51684 whole entry, looked up): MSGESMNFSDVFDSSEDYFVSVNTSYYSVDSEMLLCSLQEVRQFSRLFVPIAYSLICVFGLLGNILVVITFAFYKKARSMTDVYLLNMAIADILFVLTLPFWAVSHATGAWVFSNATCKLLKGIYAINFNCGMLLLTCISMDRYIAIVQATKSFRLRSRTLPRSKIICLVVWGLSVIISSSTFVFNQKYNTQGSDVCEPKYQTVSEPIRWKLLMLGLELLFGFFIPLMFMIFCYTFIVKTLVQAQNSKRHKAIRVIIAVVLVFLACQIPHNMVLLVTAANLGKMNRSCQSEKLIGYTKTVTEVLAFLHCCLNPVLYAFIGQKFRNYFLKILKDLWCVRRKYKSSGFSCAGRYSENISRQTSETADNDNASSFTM
EBI2 block – EBI2 (human) antagonism. 360,000 tested, 0.81% active. EBI2 beta-arrestin recruitment, luminescence, 7a,25-OHC stimulated. P32249. AID 651636. inhibition, % at 5 µM; in the data active = inhibition above about 38%;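 note: enzyme fragment complementation signal reports receptor beta-arrestin coupling in cells; 0% = agonist plus DMSO wells and 100% = wells without agonist; some results beyond the cut were filed as inactive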
Target sequence (P32249 whole entry, looked up, the tested form may be a part): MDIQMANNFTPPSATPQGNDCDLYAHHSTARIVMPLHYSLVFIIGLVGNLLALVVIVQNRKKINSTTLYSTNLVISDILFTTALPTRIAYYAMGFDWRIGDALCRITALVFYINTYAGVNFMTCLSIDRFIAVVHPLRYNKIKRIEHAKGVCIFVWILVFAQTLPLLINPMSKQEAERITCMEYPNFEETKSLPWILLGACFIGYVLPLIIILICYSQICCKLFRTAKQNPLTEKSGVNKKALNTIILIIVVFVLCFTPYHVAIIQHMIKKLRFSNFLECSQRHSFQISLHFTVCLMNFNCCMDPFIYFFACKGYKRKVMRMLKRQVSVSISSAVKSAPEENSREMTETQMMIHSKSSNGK
Starred values were filed as active, the others as inactive; . = no result given.

SMILES,APJ antagonist,Gli-Sufu block,Jurkat NFkB inh,697 NFkB inh,UBC13 inh,CXCR6 inh,CCR6 antagonist,EBI2 block
Nc1c(-c2ccccc2)c(CSc2nc3ccccc3[nH]2)nn1-c1cccc(C(=O)O)c1,1,-27,-5,-14,-14,0,-7,-4
O=C1C2C3C=CC(C4CC34)C2C(=O)N1/N=C/c1cccs1 (stereo unspecified),-13,-4,6,8,5,4,11,-6
Nc1ncnc2nc(SCC(=O)N3CCN(c4ccccc4)CC3)[nH]c12,7,0,-18,16,9,-3,-7,0
COc1ccc(NC(=O)C2CCN(S(=O)(=O)c3ccc(C)cc3)CC2)cc1OC,-6,3,11,15,4,-1,-14,-1
Cc1cc(C)cc(N(CCC#N)C(=O)COC(=O)CCc2c[nH]c3ccccc23)c1,2,-12,15,3,12,2,6,9
O=C(Nc1ccccc1)N1CCC(C(=O)N(Cc2ccco2)Cc2cccs2)CC1,0,9,9,4,10,6,-7,20
Cc1ccc(N2CCN(C(=O)C3CCC(=O)N(Cc4ccc(Cl)cc4)C3)CC2)c(C)c1 (stereo unspecified),1,9,11,-31,-1,-1,5,16
O=C(O)/C=C/C(=O)c1c(-c2ccccc2)[nH]c2ccccc12,-8,3,7,-6,-4,-4,6,0
CC(=O)Nc1ccc(CN2CCC(n3nccc3NC(=O)CCc3ccccc3)CC2)cc1,14,2,12,-12,0,-3,3,-8
COc1ccc(C23CC4CC(CC(C(=O)O)(C4)C2)C3)c(F)c1,7,2,-2,-10,-5,6,-6,-27
CCOC(=O)C(NS(=O)(=O)c1ccc(C)cc1)(C(F)(F)F)P(=O)(OCC(C)C)OCC(C)C (stereo unspecified),2,1,21,16,-5,4,-13,-21
Cc1cc(C)c(C#N)c(SCS(=O)Cc2ccc(Cl)cc2)n1 (stereo unspecified),16,0,16,-1,9,1,11,6
CCOc1ccccc1N(CC(=O)NC(C)(C)C)C(=O)c1ccc(CN2CCOCC2)o1,4,3,2,23,14,1,-16,-5
O=C(Nc1ccc(N2CCOCC2)cc1)C1CCN(C(=O)OCc2ccccc2)CC1,-10,-7,-6,-116,-2,-1,0,2
COC(=O)C1CN(S(=O)(=O)c2ccccc2)CCN1S(=O)(=O)c1ccccc1 (stereo unspecified),-19,9,2,-27,-24,-2,3,3
CC(C)NC(=O)C(=O)c1cn(C)c2ccccc12,-18,-10,1,0,24,-1,-6,3
CCn1cc(C(=O)O)c(=O)c2cnc(N3CCN(C(=S)NC(=O)c4ccc(Br)cc4)CC3)nc21,-7,-4,9,84*,-2,.,10,.
COCCCn1c(C)nnc1-c1cnn(-c2ccccc2)c1N,15,27,4,25,1,-2,1,-15
C/C(=N\NC(=O)c1ccc(N/N=C(\C)c2ccc(O)cc2)cc1)c1ccc(O)cc1,-13,-21,-6,-42,28,-8,-2,2
O=C(CCNC(=O)c1ccccc1Cl)Nc1ccc(Cl)c(C(F)(F)F)c1,6,16,8,3,18,-13,15,2
N#C/C(=C\c1cccnc1)c1ccc(Br)cc1,2,-7,-22,-28,1,-4,-2,-9
CCc1c(C2(O)CCCCC2)[nH]c2ccc(C#N)cc12,-56,-6,-5,-56,5,-14,-2,-5
CCOc1ccc(N(CC(=O)Nc2cccnc2)S(=O)(=O)c2ccc(C)cc2)cc1,9,-5,9,1,-13,4,10,19
CCCc1ncc(CN2CCCC(C(=O)Nc3ccc(-c4cccc(OC)c4)cc3)C2)cn1 (stereo unspecified),8,32,-2,-62,-5,4,14,5
Nc1cc(N)c(OCC(F)(F)F)cc1OCC(F)(F)F,12,68*,3,-7,-74,10,-10,-27
CCCCNC(=O)c1ccc2c(c1)N(CC)C(=O)CS2,8,7,2,15,11,-3,5,-9
CCc1c(C)nc(N)nc1Cl,-1,-5,-1,10,9,2,0,4
N/C(=N\OC(=O)C1CCCCC1)c1cccc([N+](=O)[O-])c1,-10,-21,-48,-45,9,-6,-12,-15
Cc1ccc(CC2CC(=O)N(CCc3ccc4c(c3)OCO4)C2=O)cc1 (stereo unspecified),13,13,-21,4,2,6,14,17
CC1=C(C(=O)OCC2CCCO2)C(c2ccc(C)cc2)C2=C(CCCC2=O)N1 (stereo unspecified),-1,5,12,-1,16,6,-11,-4

Taken from above.
`Cc1cc(C)cc(N(CCC#N)C(=O)COC(=O)CCc2c[nH]c3ccccc23)c1` @ CXCR6 inh: 2
`Nc1cc(N)c(OCC(F)(F)F)cc1OCC(F)(F)F` @ CXCR6 inh: 10

Other entries.
SMILES,APJ antagonist,Gli-Sufu block,Jurkat NFkB inh,697 NFkB inh,UBC13 inh,CXCR6 inh,CCR6 antagonist,EBI2 block
O=C(CSc1nn(-c2ccc(F)cc2)c(=S)s1)N1CCN(C(=O)c2ccco2)CC1,-4,31,-1,-7,-6,-4,17,-8
O=C(OCc1nc2ccccc2[n+]([O-])c1C(=O)c1ccccc1)c1cccs1,9,-1,6,-10,1,-4,-7,-4
COCCn1nnnc1C(c1ccc(O)c(OC)c1)N1CCc2ccccc2C1 (stereo unspecified),9,-5,-4,-20,-6,-1,7,-1
CCN(C(=O)COC(=O)CNS(=O)(=O)c1ccc(SC)c([N+](=O)[O-])c1)C1CCCCC1,-3,-14,1,8,0,5,-9,7
Cc1cccc(C(=O)N2N=C(c3ccc(NS(C)(=O)=O)cc3)CC2c2cccs2)c1 (stereo unspecified),-8,-6,2,23,9,8,7,-10
COc1ccc(OCC(=O)Nc2nc3cc4c(cc3s2)OCCO4)cc1,-2,-2,-19,-12,-17,-3,6,3
Cc1cc(C(=O)CN2C(=O)NC(Cc3c[nH]c4ccccc34)C2=O)c(C)n1C (stereo unspecified),-8,-1,2,-23,-6,12,-3,-7
Cc1ccc(C(=O)NCCC(=O)N2CCOCC2)cc1,-5,-66,-93,-82,-5,-7,-12,-4
CC1CCc2sc(C(=O)NNC(=S)NCC3CCCO3)cc2C1 (stereo unspecified),0,-6,-9,-11,-2,7,18,-2
Nc1nonc1C(=O)OCC(=O)N1CCOCC1,3,8,-8,20,-1,-1,-7,-14
COc1cc(CN2CCNC(=O)C2CC(=O)NCCC2=CCCCC2)cc(OC)c1 (stereo unspecified),-4,3,1,7,7,1,7,0
COc1ccc(N(CC(=O)Nc2nccs2)S(=O)(=O)c2c(C)nn(C)c2C)cc1,0,58*,2,15,-3,0,6,-1
Cc1ccc(C(=O)c2nocc2C(=O)c2cccs2)cc1,16,-1,3,20,2,13,20,-8
Cc1cc(C)cc(NC(=O)CNC(c2ccccc2)c2ccccc2)c1,-2,-13,3,-16,-11,7,15,2
COc1ccc(COC(=O)CCS(=O)(=O)c2ccc(C)cc2)cc1F,12,-11,7,5,-4,-2,11,4
O=C(CN(CCc1ccccc1)C(=O)CNS(=O)(=O)c1ccccc1)NCc1ccco1,13,0,11,2,2,-4,-9,-22
CNC(=S)Nc1cc2oc3ccccc3c2cc1OC,8,-4,1,6,28,0,4,-6
Nc1c(-c2ccc(Cl)cc2)cnn1-c1ccccc1,6,-9,-83,-98,4,-1,15,2
Cc1ccc2c(c1)cc(CN(Cc1ccc3c(c1)OCO3)S(=O)(=O)c1ccccc1)c1nnnn12,-4,6,-11,-33,3,6,0,16
CCOC(=O)C1=C(N)N(c2ccc(C)cc2)C2=C(C(=O)CCC2)C1c1cccs1 (stereo unspecified),-9,19,-12,-3,-11,16,22,7
CCOC(=O)C1(P(=O)(c2ccc(Cl)cc2)c2ccc(Cl)cc2)CCC1,16,0,-7,-53,-4,13,16,15
CCCCN1C(=O)C(=O)NC[C@@H]1C(C)CC (stereo partly specified),11,-2,7,4,3,0,6,0
Cc1cccc(NC(=O)c2ccc(S(=O)(=O)N3CCCCC3C)cc2)n1 (stereo unspecified),3,24,-14,-20,-5,-8,9,12
C#CCOCCOCCOCCNc1nc(N2CCN(C(=O)[C@H](CCCCN)n3cc(CC(C)O)nn3)CC2)nc(N2CCN(C(=O)[C@H](CCCCN)n3cc(CC(C)O)nn3)CC2)n1 (stereo partly specified),-1,16,6,14,8,2,3,-8
CCCn1c(-c2ccc[nH]c2=O)nc2ccccc21,-19,-17,-15,2,7,-9,4,6
COc1ccc(CCN2CC(C(=O)NCCc3ccccn3)CCC2=O)cc1 (stereo unspecified),2,9,0,-16,-4,2,-5,4
Cc1ccc(C(=O)O)cc1N1C(=O)CCCC1=O,27,1,-24,17,7,-6,3,-2
Cc1ccc(-c2cc(C(F)(F)F)n3ncc(C(=O)N4CCCCC4c4cccnc4)c3n2)cc1 (stereo unspecified),-14,20,5,-2,-2,12,3,20
CCOc1ccccc1C(=O)Nc1cc2c(cc1N1CCCC1)n(CC)c(=O)n2CC,-13,58*,-11,-50,9,11,40,14
CCN(C(=O)COC(=O)C(Cc1ccccc1)N1C(=O)c2ccccc2C1=O)C1CCS(=O)(=O)C1 (stereo unspecified),16,3,19,17,4,-12,-23,-10

The final three compounds of the section before open the next one.
SMILES,APJ antagonist,Gli-Sufu block,Jurkat NFkB inh,697 NFkB inh,UBC13 inh,CXCR6 inh,CCR6 antagonist,EBI2 block
Cc1ccc(-c2cc(C(F)(F)F)n3ncc(C(=O)N4CCCCC4c4cccnc4)c3n2)cc1 (stereo unspecified),-14,20,5,-2,-2,12,3,20
CCOc1ccccc1C(=O)Nc1cc2c(cc1N1CCCC1)n(CC)c(=O)n2CC,-13,58*,-11,-50,9,11,40,14
CCN(C(=O)COC(=O)C(Cc1ccccc1)N1C(=O)c2ccccc2C1=O)C1CCS(=O)(=O)C1 (stereo unspecified),16,3,19,17,4,-12,-23,-10
Cc1ccc(NC(=O)c2ccn(C(=O)Nc3ccccc3)n2)c(C)c1,15,-2,-25,-6,4,-1,10,-14
COc1cc(CC(=O)OCC(=O)NC2CC2)cc(OC)c1OC,22,2,-2,4,-4,-3,2,-14
COc1cccc2[nH]c3c(N4CCCCC4)ncnc3c12,20,5,-10,-13,-4,-4,3,-1
CNc1nc(SC)nc(N(C)C#N)n1,14,-4,-7,12,4,-1,26,1
COc1cc(N=CC2=C(O)c3ccccc3C2=O)cc(OC)c1,-5,-6,-33,-124,-4,-6,18,12
COC(=O)c1ccc(NC(=O)c2c(C(=O)Nc3ccccc3)sc3nc(C)cc(=O)n23)cc1,16,-3,-4,14,-1,-2,16,7
COc1cccc(N2CCN(C(=O)CC(C)(C)CC3=NS(=O)(=O)c4ccccc4N3)CC2)c1,-12,5,6,-16,-4,-22,-23,-14
COc1ccc(NC(=O)N/C=C/c2ccco2)cc1,-5,46,-3,8,0,5,6,6
NC(=O)Cn1nc(-c2ccccc2)nc1-c1ccccc1,-9,8,2,10,4,3,-7,-1
CN(CC(=O)Nc1ccc(OC(F)(F)F)cc1)C(=O)c1ccccc1SCC(=O)N1CCCC1,.,11,.,.,.,4,-1,1
Oc1ccc(Br)cc1C=Nc1cccn2cc(-c3ccccc3)nc12,-21,-54,-37,-20,-1,8,7,-8
NC(=O)C1CCN(C(=O)c2ccc3c(=O)n(Cc4ccco4)c(SCc4ccc([N+](=O)[O-])cc4)nc3c2)CC1,-4,23,11,32,26,12,23,6
O=C(CSc1n[nH]c(=O)n1Cc1ccco1)c1ccc(F)cc1,-6,-7,-4,-11,5,-1,-1,3
CCC(CC)NC(=O)c1cccc(NC(=O)C(C)C)c1,11,11,7,12,8,3,18,-23
CN1CCN(C(=O)C2CCCCC2C(=O)O)CC1 (stereo unspecified),6,-4,-4,-1,-10,-9,0,-3
O=C(O)Cc1sc(N/N=C\c2ccccc2)nc1-c1ccccc1,12,-5,-73,-79,-15,3,30,4
COc1ccc(OC)c(-c2cc(C(=O)Nc3c(C)nn(Cc4ccc(Cl)cc4)c3C)no2)c1,2,8,2,-10,0,8,7,17
COc1ccc(NC(=O)COc2cc(C)cc(C)c2)cc1S(=O)(=O)N1CCCCC1,14,-4,57*,-54,-5,7,20,0
O=C(CCN1C(=O)COc2ccccc21)NCCN1CCOCC1,22,-12,9,-17,-4,-6,-10,-18
